iPSC survival up: enhancers of human iPSC single-cell survival. hiPSC single-cell survival, ATPlite luminescence; 100% = ROCK inhibitor wells, 0% = DMSO. survival enhancement, % at 20 µM. 0.044% of 360,000 active; in the data active = survival enhancement above about 18%;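 also: cells exposed to compounds for 16 hours before the ATP read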
HTR2A ag: mouse HTR2A agonism via beta-arrestin recruitment | P35363 | activation, % at 7.6 µM | CHO-K1 mHTR2A beta-arrestin complementation, luminescence; percent of 30 µM serotonin response | 0.66% of 360,000 active;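 active = activation above a run cutoff, the mean activation of all tested compounds plus 3 SD, cut at about 14% in these data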;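 also: 0% = plate median of compound wells and 100% = 30 µM serotonin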
ABCB6 inh 2: inhibitors of human ABC transporter ABCB6; fluorescence ratio to DMSO, % at 10 µM; 0.19% of 360,000 active; K562-ABCB6 porphyrin accumulation, flow cytometry, 1 h; active compounds read low; Q9NP58;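 active = fluorescence ratio to DMSO below 75%, the collection mean minus 3 SD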;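 also: signal is porphyrin accumulated inside mitochondria; 100% equals median channel fluorescence of DMSO control wells; lower ratio means ABCB6 inhibition with less porphyrin fluorescence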
MC4R ag barr: human MC4R agonism via beta-arrestin; P32245; U2OS MC4R beta-arrestin complementation, luminescence; percent of melanotan II response, DMSO zero; activation, % at 8.9 µM; 0.98% of 360,000 active; AID 540308;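 active = activation above a per-plate cutoff, the mean activation of sample wells on that plate plus 3 SD, cut at about 8% in these data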
N-glyco inh: N-linked glycosylation inhibition; D54 ERlucT glycosylation luciferase reporter, 24 h; percent of 100 nM tunicamycin response; reporter increase, % at 12.5 µM; 0.23% of 360,000 active; AID 588692;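 active = mean luciferase reporter signal, scaled so untreated is 0 and the glycosylation-blocking control 100, at or above a set limit in every replicate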;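 also: luciferase carries N-glycosylation sites so blocking glycosylation raises the light; 0% = median of neutral control wells and 100% = median of 100 nM tunicamycin wells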
Cardio protect: myocardial damage modulation in H9c2 cells | protection from H2O2 cell death, % at 20 µM | H9c2 cardiomyocytes, H2O2 injury protection, ATPLite, 2 h | 0.63% of 360,000 active | AID 588492;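 active = compounds giving at least 50% protection of heart cells from peroxide-induced death in the single-dose screen, raw or plate-pattern-corrected value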;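 also: 0% = DMSO wells with peroxide and 100% = DMSO wells without peroxide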
aDG glyco act: alpha-DG glycosylation activation | 0.22% of 360,000 active | activation, % at 10 µM | Pro5-aDG cells, alpha-DG glycosylation AlphaScreen (IIH6); 0% Pro5, 100% B10-LARGE cell signal;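 active = activation of at least 8% versus controls, or a plate z-score of at least 8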;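 also: Pro5 are CHO cells carrying HIG-tagged alpha-DG that lacks glycosylation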
Exocytosis inh: blocks lytic granule exocytosis | inhibition, % at 10 µM | TALL-104 LAMP-1 surface exposure, flow cytometry; cells stimulated with thapsigargin and PMA | AID 651702 | 0.66% of 360,000 active;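 active = inhibition above about 55%, limit read from the data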
MC4R antagonist: antagonists of human melanocortin 4 receptor (MC4R). P32245. MC4R-expressing cells, MTII-stimulated cAMP, LANCE TR-FRET. 0.48% of 360,000 active. inhibition, % at 6.5 µM;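 active = inhibition above its plate's cutoff, the mean of tested wells on that plate plus 3 SD, cut at about 29% in these data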;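 also: 0% = Melanotan II alone and 100% = Melanotan II plus saturating MCL0020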
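system = U2OS cells with stable human MC4R expression | also added = Melanotan II challenge after compound preincubation | dosing = one concentration, 6.5 µM nominal | incubation = compound 30 min, challenge 1 h, detection 1 h | measured by = TR-FRET with Eu-cAMP and labeled anti-cAMP, 671 nm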
ABHD5 PLIN5 PPI: blocks binding of human ABHD5 to perilipin-5; Split G. princeps luciferase complementation, luminescence, 4 h; 0.78% of 360,000 active; inhibition, % at 4 µM; Q00G26+Q8WTS1; AID 602281;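 active = inhibition above the mean inhibition across every tested compound plus 3 SD, cut at about 22% in these data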;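 also: 0% = DMSO only wells and the 100% control is not disclosed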
Target sequence (Q00G26 whole entry, looked up): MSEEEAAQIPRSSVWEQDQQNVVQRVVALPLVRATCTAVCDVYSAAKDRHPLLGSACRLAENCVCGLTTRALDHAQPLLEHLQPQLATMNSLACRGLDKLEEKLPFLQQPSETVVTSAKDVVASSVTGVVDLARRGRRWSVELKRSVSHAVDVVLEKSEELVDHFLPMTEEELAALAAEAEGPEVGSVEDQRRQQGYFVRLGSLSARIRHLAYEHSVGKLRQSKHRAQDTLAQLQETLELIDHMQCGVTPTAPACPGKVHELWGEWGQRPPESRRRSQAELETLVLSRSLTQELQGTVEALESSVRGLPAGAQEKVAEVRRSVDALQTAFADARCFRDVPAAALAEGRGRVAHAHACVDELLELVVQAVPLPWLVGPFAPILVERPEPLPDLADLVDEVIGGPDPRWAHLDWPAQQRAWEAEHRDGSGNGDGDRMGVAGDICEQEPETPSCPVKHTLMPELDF
Target sequence (Q8WTS1 whole entry, looked up): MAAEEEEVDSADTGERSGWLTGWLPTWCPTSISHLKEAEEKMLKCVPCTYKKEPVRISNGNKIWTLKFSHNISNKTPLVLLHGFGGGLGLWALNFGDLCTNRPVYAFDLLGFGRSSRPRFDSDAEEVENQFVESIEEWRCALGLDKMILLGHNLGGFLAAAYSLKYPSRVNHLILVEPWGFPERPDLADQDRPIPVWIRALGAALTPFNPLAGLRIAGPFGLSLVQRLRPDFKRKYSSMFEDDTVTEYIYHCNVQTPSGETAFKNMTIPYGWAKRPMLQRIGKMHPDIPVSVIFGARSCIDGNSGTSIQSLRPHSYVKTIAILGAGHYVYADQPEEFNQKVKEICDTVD
* = called active by the depositor; . = not tested or not shown.

SMILES	iPSC survival up	HTR2A ag	ABCB6 inh 2	MC4R ag barr	N-glyco inh	Cardio protect	aDG glyco act	Exocytosis inh	MC4R antagonist	ABHD5 PLIN5 PPI
Cc1ccsc1/C=N/NC(=O)c1ccc(Cn2cc(Br)cn2)o1	0.3	1	96	-0.8	0	0	0.0	-1	3	7
Cc1ccnc(NC(=O)COc2ccc3c(c2)CCC3)c1	0.0	0	100	-1.7	-20	-23	0.0	-2	5	-2
CN(C)c1ccc(/C=N/NC(=O)c2cccc(C(=O)N/N=C/c3ccc(N(C)C)cc3)n2)cc1	-3.3	-3	106	-0.5	-3	-5	-0.3	-2	2	-7
CC(C)c1ccc(C2OCCCO2)cc1	-0.2	3	99	1.0	0	-2	-0.1	3	8	5
CSc1ccc(/C=N/Nc2nc(C)cc(=O)[nH]2)cc1	-0.7	-7	101	-1.4	3	-19	1.1	3	0	-4
CCOC(=O)N1CCN(C(c2ccc(F)cc2)c2sc3nc(C)nn3c2O)CC1 (stereo unspecified)	-2.4	32*	94	1.5	0	4	0.8	9	13	-7
COc1ccc(-c2ccc(NCCC3=CCCCC3)nn2)cc1OC	-0.5	-2	94	7.5	2	-4	0.3	-1	2	7
CC(Oc1ccccc1[N+](=O)[O-])C(=O)N/N=C/c1ccoc1 (stereo unspecified)	-0.5	-2	104	-1.2	2	2	-0.5	1	-7	-3
CC1(C(=O)Nc2cccc(NS(C)(=O)=O)c2)CCN1CCc1ccccc1 (stereo unspecified)	-5.0	-5	103	0.2	-1	-4	0.1	2	8	-4
Cc1nn(CCS(=O)(=O)c2ccc(Cl)cc2)c(C)c1Br	-0.1	0	99	-1.5	0	1	0.0	-3	8	-5
CN(Cc1nc(-c2cccs2)no1)CC1(N2CCOCC2)CCCCC1	1.7	4	99	-1.1	-2	-3	-0.1	-1	8	-2
C[n+]1ccn(CC(=O)c2ccc(Br)cc2)c1	3.0	-1	99	-0.6	0	-1	-0.1	-3	12	2
CCn1c2ccccc2c2cc(/C=N/n3cn[nH]c3=S)ccc21	0.1	-2	99	1.1	-14	-1	0.3	12	15	-4
Cc1ccc(-c2nc(SCC(=O)N(C)c3c(N)n(Cc4ccccc4)c(=O)[nH]c3=O)n[nH]2)cc1	0.3	-2	96	-1.7	1	3	-0.1	-1	0	-3
COc1ccccc1CNC(=O)C1CCC(CNS(=O)(=O)c2ccc(C)cc2)CC1 (stereo unspecified)	0.5	2	97	-3.1	-3	-2	0.1	-5	4	-5
Cc1csc(NC(=O)c2ccc(Cn3nc(C)c(Br)c3C)o2)n1	-0.6	3	82	-1.1	-1	-19	1.3	24	1	-1
CCOC(=O)c1cnn2c(C(F)(F)F)cc(-c3ccco3)nc12	0.3	1	100	-0.6	-1	5	0.2	0	3	-6
Cc1ccc(/C=N\NC(=O)C2CN(S(=O)(=O)c3ccccc3)CCN2S(=O)(=O)c2ccccc2)cc1 (stereo unspecified)	-1.1	-2	95	-1.9	-1	-4	0.0	-2	8	-2
O=C1CCC(C(=O)N2CCN(c3ccccc3)CC2)CN1Cc1ccc(Cl)cc1 (stereo unspecified)	1.8	0	101	-1.5	0	7	-0.3	0	9	2
O=C(NCCN1CCCCC1)c1ccc(/C=N/O)nc1	2.7	0	104	-1.7	2	4	-0.1	2	0	-4
Cc1cc(N/C(=N\S(=O)(=O)c2ccc(F)cc2F)c2ccccc2)no1	-1.6	1	101	-1.7	2	-7	-0.2	3	-1	12
Cc1cccc(C(=O)Oc2ccc(/C=N/NC(=O)c3ccc(O)cc3)cc2)c1	0.1	-2	100	16*	-1	48	0.0	38	0	12
Cc1ccc2c(c1)C1CN(C)CCC1N2CC(=O)N(C)c1ccccc1 (stereo unspecified)	2.8	1	97	-1.2	1	-4	-0.2	-3	-5	-9
O=C1Cc2cc(O)ccc2O1	3.9	-4	100	-1.8	2	-4	0.2	7	15	-4
CCN1C(=O)/C(=C\N2CCN(c3ccc(F)cc3)CC2)SC1=S	3.6	-2	98	19*	-1	-3	-0.2	-1	1	0
Cc1ccccc1N1CCN(C2CCCN(C(=O)CCC(F)(F)F)C2)CC1 (stereo unspecified)	-0.6	-1	99	-0.8	0	2	0.0	23	11	-3
CCN1CCN(CCCNC(=O)c2cc3c(=O)[nH]c4ccccc4c3s2)CC1	-1.4	-5	96	-1.1	5	-1	-0.1	3	-2	6
C/C=C/c1ccc(OCCN2C(=O)NC(C)(C)C2=O)c(OC)c1	1.0	-5	101	1.4	1	5	0.0	-1	-1	-6
Cc1ccc(/C=N/NC(=O)C(NC(=O)c2ccccc2)c2n[nH]c(=O)c3ccccc23)cc1 (stereo unspecified)	2.8	4	.	2.0	-2	29	-0.4	-1	16	-5
Cc1onc(-c2c(Cl)cccc2Cl)c1/C(N)=N/OC(=O)C1CC1	1.1	3	102	-1.5	0	-2	0.0	-16	-5	-1
Cc1cc(C)c(C)c(S(=O)(=O)N2CCC(C(=O)N3CC(C)CC(C)C3)CC2)c1C (stereo unspecified)	0.4	5	91	0.2	3	-7	0.5	2	6	5
Cc1cc(NC(=O)/C=C/C(=O)N(CC(=O)NC2CCCC2)c2cccc3ccccc23)no1	-0.3	4	95	-3.3	1	-2	-0.1	-1	12	5
CC#CC(=O)N1CCC(C(=O)Nc2ccc(Oc3ccccc3)nc2)CC1	-0.4	-6	92	-1.4	-2	-8	-0.1	-2	-1	-3
Cc1cc(C)c(C)c(OCCOCCN2CCN(C)CC2)c1	0.6	-4	105	-3.2	-1	2	0.2	0	2	-7
O=C1CC(Cc2ccc(Cl)cc2)C(=O)N1c1ccncc1 (stereo unspecified)	1.9	-6	93	-1.4	2	6	0.2	-4	3	-5
O=C(Nc1cccc(C(=O)O)c1)/C(=C/c1ccccc1)NC(=O)c1cccc(Br)c1	-0.8	-1	98	-0.5	3	-1	-0.1	-14	25	-1
O=C(c1ccc(NC2=NC3CS(=O)(=O)CC3S2)cc1)N1CCN(c2ccc([N+](=O)[O-])cc2)CC1 (stereo unspecified)	-0.5	-5	98	-2.6	3	-1	-0.3	-3	2	-9
Cc1cccc(-c2nnc(NC(=O)c3ccco3)s2)c1	0.5	2	95	-1.2	1	-6	-0.2	1	-1	-3
Cc1ccc(-n2nc3c(=O)n(CC(=O)NC4CCCCCC4)nc(C)c3c2C)cc1	-0.3	3	97	2.1	2	-1	0.1	-1	6	-5
CC1CCN(C(=O)N[C@@H](Cc2ccccc2)C(=O)O)CC1	2.2	-1	113	-1.3	1	-11	0.0	-2	-2	-4
Cc1ccc(CNCCCSc2nc(C)cc(C)n2)cc1	0.3	1	94	-0.5	0	-8	0.3	3	-2	-2
CC(c1nccs1)N(C)C(=O)c1cn(Cc2cccc3ccccc23)nn1 (stereo unspecified)	0.1	-2	95	-1.4	-2	-1	0.2	-1	-2	-4
CC(O)C(=O)N/N=C/c1cccc2ccccc12 (stereo unspecified)	-3.1	-4	93	-1.0	1	7	-0.2	-1	8	0
COC(=O)C1CCN(C(=O)Cc2ccccc2OC)CC1	-0.6	4	72*	-1.4	-2	-4	-0.3	-1	0	-8
O=[N+]([O-])c1ccc(N/N=C/c2c[nH]c3ccccc23)c(S(=O)(=O)Nc2ccc(Cl)cc2)c1	2.8	1	398	-1.6	0	-28	0.8	36	3	0

Entries listed above shown as hits in ABCB6 inh 2.
structure	HTR2A ag	ABCB6 inh 2	MC4R ag barr	N-glyco inh	aDG glyco act	Exocytosis inh	MC4R antagonist	ABHD5 PLIN5 PPI
COC(=O)C1CCN(C(=O)Cc2ccccc2OC)CC1	4	72*	-1.4	-2	-0.3	-1	0	-8

Returning to the listing with the three entries that preceded the break.
SMILES	iPSC survival up	HTR2A ag	ABCB6 inh 2	MC4R ag barr	N-glyco inh	Cardio protect	aDG glyco act	Exocytosis inh	MC4R antagonist	ABHD5 PLIN5 PPI
CC(O)C(=O)N/N=C/c1cccc2ccccc12 (stereo unspecified)	-3.1	-4	93	-1.0	1	7	-0.2	-1	8	0
COC(=O)C1CCN(C(=O)Cc2ccccc2OC)CC1	-0.6	4	72*	-1.4	-2	-4	-0.3	-1	0	-8
O=[N+]([O-])c1ccc(N/N=C/c2c[nH]c3ccccc23)c(S(=O)(=O)Nc2ccc(Cl)cc2)c1	2.8	1	398	-1.6	0	-28	0.8	36	3	0
CC(=O)c1c(C)[nH]c(C(=O)COC(=O)Cc2ccccc2F)c1C	0.0	-3	96	3.2	2	-6	-0.1	1	15	-1
Nc1nsnc1C(=O)NCCO	-0.9	-1	103	-1.6	0	6	-0.2	2	6	1
CCC1CCCCN1C(=O)c1ccc(OC2CCN(C(=O)C3CC3)CC2)cc1 (stereo unspecified)	-0.7	0	90	-0.3	-2	1	0.1	8	2	-2
COc1ccc(NC(C)=O)cc1NS(=O)(=O)c1ccc2c(c1)OCCO2	-0.4	8	95	0.1	1	20	-0.1	1	1	3
O=C(Nc1cccc(-c2cscn2)c1)C1CCN(Cc2ccccn2)CC1	-0.4	-7	93	-1.6	-1	10	0.2	0	13	-14
CC1CCN(N=Nc2nc3c([nH]2)c(=O)n(C)c(=O)n3C)CC1	-1.3	-2	93	-2.9	5	-2	-0.1	2	0	0
COc1ccc(C(=O)N2CCN(C)C(=O)[C@@H]2C)cc1OC1CCN(C(C)=O)CC1	-0.3	1	95	-2.3	1	6	0.0	-2	11	-2
COC(=O)c1cc(OC)c(OC)c(OC)c1N	-2.4	-3	98	-1.0	1	1	-0.3	1	2	-2
COc1ccc(Br)cc1/C=C/C(=O)OCC(=O)NCCc1ccc(S(N)(=O)=O)cc1	1.9	-5	97	-1.4	-2	5	-0.2	0	6	2
O=C(O)c1cc(NS(=O)(=O)c2ccc(NC3CCCCC3)c([N+](=O)[O-])c2)cc(C(=O)O)c1	-0.2	-5	103	-2.5	0	2	-0.2	0	2	-2
COCCNC(=S)Nc1ccccc1[N+](=O)[O-]	2.2	0	101	-0.1	0	11	0.0	9	14	0
CCCCN(C(=O)c1cc(Cl)nc2ccccc12)c1c(N)n(Cc2ccccc2)c(=O)[nH]c1=O	-0.3	0	96	-2.8	-2	3	0.0	-8	5	6
N#CCC(CNc1ncc(C(F)(F)F)cc1Cl)OC(=O)c1cccc(C(F)(F)F)c1 (stereo unspecified)	-0.4	5	100	2.2	14	-14	-0.2	-5	15	-9
O=C(NCc1ccco1)c1noc2c1CCCCC2	1.2	4	97	-0.3	5	3	-0.1	-2	0	1
C/C(=N\OCc1ccc(C#N)cc1)c1cc2ccccc2o1	0.1	-6	101	-0.3	0	-14	0.4	-3	3	-3
Cc1cc(C)c(C(=O)C(C)OC(=O)Cn2cnc3c2c(=O)n(C)c(=O)n3C)cc1C (stereo unspecified)	-0.4	1	101	-2.4	1	-6	0.5	1	20	2
O=C(COC(=O)C1CCN(S(=O)(=O)c2cccs2)CC1)Nc1ccc(F)c(F)c1F	-0.5	4	92	-3.6	0	-5	-0.1	-3	8	-5
CC(C)C(Nc1ncnc2c1oc1ccccc12)C(=O)O (stereo unspecified)	-0.7	1	100	-1.1	2	6	0.0	-5	12	2
